EPAC2 antagonist: EPAC2 (human) antagonism. Q8WZA2. EPAC2 GEF exchange of Rap1B-BODIPY-GDP, fluorescence. Potency, µM (titrated, usually from 114 µM), for the others: at the highest dose activity, negative = inhibition, usual class: inhibitors. actives 0.18% (n = 360,000). AID 720708; note: % is set by controls: 0 for no effect and ±100 for the full control effect; nearly all actives have a fitted effect of over 45% in size; many of its hits are not listed in these tables
Target sequence (Q8WZA2 whole entry, looked up): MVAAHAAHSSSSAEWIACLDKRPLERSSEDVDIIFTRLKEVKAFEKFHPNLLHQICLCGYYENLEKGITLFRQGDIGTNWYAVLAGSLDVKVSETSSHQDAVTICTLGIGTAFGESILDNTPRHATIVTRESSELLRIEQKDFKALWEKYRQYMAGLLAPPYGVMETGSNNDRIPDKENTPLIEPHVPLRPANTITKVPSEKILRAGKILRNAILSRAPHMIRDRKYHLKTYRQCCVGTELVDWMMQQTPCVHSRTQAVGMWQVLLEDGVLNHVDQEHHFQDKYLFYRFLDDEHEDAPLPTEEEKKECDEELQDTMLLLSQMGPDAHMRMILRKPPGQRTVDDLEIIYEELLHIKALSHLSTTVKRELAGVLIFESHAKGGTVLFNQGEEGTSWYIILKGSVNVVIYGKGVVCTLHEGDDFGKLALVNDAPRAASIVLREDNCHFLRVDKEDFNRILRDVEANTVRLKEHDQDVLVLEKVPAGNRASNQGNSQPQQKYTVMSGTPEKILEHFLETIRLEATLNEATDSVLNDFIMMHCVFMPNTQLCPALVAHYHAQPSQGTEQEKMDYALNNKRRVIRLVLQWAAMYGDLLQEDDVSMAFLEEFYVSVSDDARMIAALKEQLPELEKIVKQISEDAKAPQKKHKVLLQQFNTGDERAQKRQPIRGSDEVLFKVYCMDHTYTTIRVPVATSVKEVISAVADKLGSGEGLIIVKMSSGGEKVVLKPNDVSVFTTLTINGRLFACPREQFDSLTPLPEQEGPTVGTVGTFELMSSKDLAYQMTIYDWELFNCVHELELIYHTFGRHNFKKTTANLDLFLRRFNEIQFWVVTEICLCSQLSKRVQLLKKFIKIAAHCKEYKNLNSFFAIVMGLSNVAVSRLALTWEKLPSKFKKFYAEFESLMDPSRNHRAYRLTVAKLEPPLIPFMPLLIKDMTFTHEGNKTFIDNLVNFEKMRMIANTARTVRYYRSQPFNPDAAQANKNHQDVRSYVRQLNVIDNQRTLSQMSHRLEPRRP
Nrf2 block: blocks Nrf2 signaling. actives 2.1% (n = 360,000). Potency, µM (top dose mostly 46 µM), without a hit: at the highest dose activity change, negative = inhibition, hits mostly inhibitors. AID 504444. A549 ARE-Fluc reporter, luciferase luminescence, 18-24 h; note: % is set by controls: 0 for no effect and ±100 for the full control effect; nearly all actives have a fitted effect of over 60% in size
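Nrf2 activity is the BugLite luminescence, read 15 min after reagent at room temperature, following CellTiter-Fluor cytotoxicity readout (30 min, 37C). Compound titrations were applied for 18-24 h to 5000 A549 ARE_Fluc cells/well in 5% FBS OPTI-MEM.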
HepG2 tox: kills HepG2 cells in TGF-b inhibitor counter-screen; HepG2 CAGA-GFP viability, ATP luminescence, 18 h; Potency, µM (top dose mostly 46.1 µM), inactives show at the highest dose activity change, negative = cytotoxicity, most hits filed as cytotoxic; actives 0.76% (n = 410,000); AID 588856; note: some results filed as inactive show a strong effect at the top dose
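HepG2 CAGA-GFP cells (1000/well, DMEM with 1% FBS) received compound, then TGF-beta at 500 pg/mL final, and were incubated 18 hours at 37 degrees C. Viability was read by CellTiter-Glo luminescence. Media-only wells were set as complete cell-killing and DMSO as no toxicity.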
TGFb SMAD3 inh: blocks TGF-b signaling; Potency, µM (doses to about 46.1 µM), without a hit: top-dose activity, negative = inhibition, usual class: inhibitors; actives 1.2% (n = 410,000); HepG2 CAGA-GFP TGF-b/SMAD3 reporter, GFP fluorescence, 18 h; TGF-beta stimulated, 500 pg/mL final; note: % is set by controls: 0 for no effect and ±100 for the full control effect; nearly all actives have a fitted effect of over 65% in size
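HEPG2 CAGA-GFP cells (1000/well, DMEM with 1% FBS) were pre-incubated 2 h at 37 degrees C, given compound by pin tool, then stimulated with TGF-beta at 500 pg/mL final for 18 h before per-cell GFP fluorescence imaging.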
Nrf2 ARE act: activators of Nrf2 (ARE) signaling; AREc32 ARE-luciferase reporter (MCF7-derived line), luminescence, 24 h; Potency, µM (series often up to 46.1 µM), without a hit: at the top dose activation, actives largely listed as activators; actives 0.31% (n = 410,000); note: % of control where 0% means no effect; nearly all actives have a fitted effect of over 65% in size
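Quantitative high-throughput format: AREc32 reporter cells, 1000 per well, received compound by pin transfer and were incubated 24 hr at 37 deg C, 5% CO2, before Steady-Glo luminescence detection.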
MCF10A rerep: inducers of DNA re-replication in MCF 10A breast cells. MCF 10A DNA re-replication, Hoechst nuclear intensity, 48 h. Potency, µM (series often up to 46.1 µM), inactives show at the highest dose activity, positive = re-replication, usual class: activators. actives 2.9% (n = 350,000); note: % of control where 0% means no effect; nearly all actives have a fitted effect of over 50% in size
ATXN2 expr inh: ATXN2 expression inhibition. actives 0.72% (n = 360,000). Potency, µM (top dose mostly 57 µM), without a hit: at the highest dose activity change, negative = inhibition, hits mostly inhibitors. HEK-293 ATXN2-luciferase reporter, luminescence, 24 h. AID 1745845; note: % is set by controls: 0 for no effect and ±100 for the full control effect; nearly all actives have a fitted effect of over 55% in size
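qHTS (up to 57 uM final) was run with 24 h compound exposure of reporter cells at 37 °C. Each well was multiplexed: SteadyGlo luminescence measured ATXN2-luciferase expression after a fluorogenic Gly-Phe-AFC viability readout (25 uM final).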
A549 tox: counter-screen for Nrf2 inhibitors: cytotoxicity in A549 cells; Potency, µM (series often up to 46 µM), for the others: at the highest dose activity change, negative = cytotoxicity, usual class: inhibitors; A549 ARE-Fluc cells, CellTiter-Fluor viability, 18-24 h; actives 0.16% (n = 390,000); AID 504648; note: % is set by controls: 0 for no effect and ±100 for the full control effect
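A549 ARE_Fluc cells in 5% FBS OPTI-MEM were exposed to compounds in concentration-response for 18-24 h at 37 deg C. Viability was read by CellTiter-Fluor fluorescence (Ex 405/Em 525) after 30 min, before the luciferase read.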
S2 tox: reduces viability in counter-screen for ATXN expression inhibitors. Potency, µM (top dose mostly 56.7 µM), most hits filed as cytotoxic. actives 0.49% (n = 400,000). S2 cells (HEK-293 line with an ATXN2-luciferase reporter) viability, CellTiter-Fluor protease fluorescence, 24 h; note: nearly all actives have a fitted effect of over 40% in size
* marks the source's active call; other numbers are inactive results; i = inactive; ? = inconclusive; . = no result given; & = joins results of further samples; [ ] = dose if it differs, or a comment. Calls come from the whole dose curve; as a rule, active = well fitted curve in the direction sought with a large enough effect; inconclusive = small, poorly fitted or top-dose-only effect, or another doubt; inactive = no such curve, though single readings can be large; an effect the other way counts as inactive or inconclusive. Potency is the fitted concentration of half-maximal effect. The list is partial; the hit share may differ from the screen's.

1	O=C(CSc1nccn1-c1cccc(Cl)c1)Nc1ccc2c(c1)OCCO2
2	CC(=O)NCCOc1nc(N(C)C)nc(N2CCCCC2)n1
3	CN(C)C(=O)Cn1cnc2c(cnn2-c2ccccc2Cl)c1=O
4	CCN(CC)S(=O)(=O)c1ccc(S(=O)(=O)N(CC(=O)Nc2ccccc2)CC2CCCO2)cc1 (centres undefined)
5	COc1ccc(S(=O)(=O)N2CCN=C2SCc2cccnc2)cc1
6	CCC(C)(C(=O)NC1CCCC1)N(Cc1cccs1)C(=O)c1ccc2c(c1)OCO2 (centres undefined)
7	COc1ccc(CCNC(=O)COc2ccc(S(=O)(=O)N3CCCC3)cc2)cc1
8	CCc1cccc(NC(=O)CCc2nc3cccnc3n2Cc2ccc(OC)cc2)c1
screen / no.,1,2,3,4,5,6,7,8
EPAC2 antagonist,-12%,-4%[57.1 µM],-2%,11%,2%,1%,7%,.
Nrf2 block,-8%,12%,-23%,-3%,-7%,?,11%,?
HepG2 tox,-20%,1%,-12%,-9%,5%,-9%,0%,-47%
TGFb SMAD3 inh,-16%,13%,-8%,?,4%,-17%,5%,?
Nrf2 ARE act,0.2%,-0.6%,0.5%,1.5%,4.7%,3.7%,-0.5%,2.4%
MCF10A rerep,26%,-4%,-1%,?,-9%,2%,-12%,.
ATXN2 expr inh,5%,.,10%,-5%,5%,2%,5%,.
A549 tox,1%,15%,-6%,2%,3%,-1%,-6%,-16%
S2 tox,i,?,i,i,i,i,i,.

9	CC(C)(C)C(=O)Nc1sc2c(c1C#N)CCN(Cc1ccccc1)C2
10	N#Cc1c(N)sc(=S)c2c1CCCCC2
11	CCOc1cc(C(=O)Nc2ccccc2N2CCOCC2)ccc1OCC(=O)N1CCCCC1
12	O=C(NC1CCCCC1)c1nc2c(nnn2Cc2ccccc2Cl)c(=O)[nH]1
13	Cc1oc(-c2ccc(Cl)cc2)nc1CN1CCC(C(=O)NCCCN2CCCC(C)C2)CC1 (centres undefined)
14	Cn1nc(CC(=O)Nc2ccc(N3CCN(C(=O)OC(C)(C)C)CC3)cc2)c2ccccc2c1=O
15	O=C(Cc1cccc2ccccc12)NN1C(=O)CSC1=S
16	O=C(NCc1nc(-c2ccccc2)cs1)c1ccccc1
screen / no.,9,10,11,12,13,14,15,16
EPAC2 antagonist,2%,15%,6%,-4%,0%,0%,-11%,8%
Nrf2 block,7%,11%,7%,?,4%,10µM*,3%,-1%
HepG2 tox,-19%,5%,-2%,-16%,14µM*,3%,4%,-41%
TGFb SMAD3 inh,12%,-1%,2%,1%,?,1%,-23%,-22%
Nrf2 ARE act,-0.2%,12%,-0.5%,-0.4%,1.6%,-0.1%,-0.9%,3.4%
MCF10A rerep,-3%,-2%,0%,1%,2%,-7%,0%,-2%
ATXN2 expr inh,3%,6%,4%[11.3 µM],-3%,?,-22%,-35%,-16%
A549 tox,?,4%,-1%,-11%,?,-16%,-1%,1%
S2 tox,i,i,i,i,?,i,?,i

17	CSc1nc(C)cc(Oc2ccc(=O)[nH]n2)n1
18	COc1ccc(NCc2nnc(SCC(=O)NNC(=O)c3ccc(C)cc3)n2C)cc1
19	CN(C)S(=O)(=O)c1cccc(NC(=O)COC(=O)c2cc(-c3cccc(Br)c3)nc3ccccc23)c1
20	O=C(CSc1nc2c(cnn2-c2ccc(F)cc2)c(=O)[nH]1)N1CCOCC1
21	Cc1cnc(C(=O)NNC(=O)c2ccc(Br)cc2)cn1
22	O=C(NCC1CCCCC1)c1ccc(Cl)c(S(=O)(=O)N2CCOCC2)c1
23	CC(=O)c1ccc(S(=O)(=O)NCc2ccc(C(=O)NCC(c3ccccc3)N(C)C)cc2)cc1 (centres undefined)
24	CN(C)S(=O)(=O)n1cc(/C=C(\NC(=O)c2ccccc2Cl)C(=O)NCCCN2CCOCC2)c2ccccc21
screen / no.,17,18,19,20,21,22,23,24
EPAC2 antagonist,0%,-2%,11%,-5%,1%,-3%,-3%,2%
Nrf2 block,-30%,4%,-2%,?,?,?,7%,3%
HepG2 tox,19%,-7%,-13%,-1%,-6%,-6%,-6%,2%
TGFb SMAD3 inh,3%,4%,?,1%,-2%,-9%,-4%,0%
Nrf2 ARE act,9.2%,-0.7%,3.4%[9.22 µM],-0.5%,-0.7%,-1.0%,2.1%,0.7%
MCF10A rerep,-7%,-2%,21%,5%,-2%,17%,15%,-2%
ATXN2 expr inh,0%,-21%,6%,-5%,?,.,30%,-9%
A549 tox,1%,8%,-6%,-12%,-3%,11%,-3%,4%
S2 tox,i,i,?,i,i,.,i,i

25	Cc1ccc(NC(=O)Cn2c(=O)n(Cc3nc(-c4ccccc4)no3)c(=O)c3cc4c(cc32)OCO4)cc1F
26	O=C1C(=O)N(c2cccc(Cl)c2)C(c2ccccc2[N+](=O)[O-])/C1=C(\O)c1ccccc1 (centres undefined)
27	N#Cc1ccc(C(=O)Nc2nc3ccccc3[nH]2)cc1
28	CC(C)C(Cl)=NOC(=O)Nc1ccc(S(N)(=O)=O)cc1
29	Cc1cccc(C)c1-n1nnnc1C1(C)CCC(=O)N1CCCN1CCOCC1 (centres undefined)
30	COc1ccc(NC(=O)CNC(=O)Cc2ccccc2)cc1OC
31	CCOc1ccc(S(=O)(=O)NCCC(=O)OCC(=O)Nc2cc(C)on2)cc1
32	CCCNS(=O)(=O)c1ccc(OCC(=O)N2CCOCC2)cc1
screen / no.,25,26,27,28,29,30,31,32
EPAC2 antagonist,.,-3%,?,7%,-3%,-6%,-3%,-11%
Nrf2 block,11%,-5%,?,-7%,.,-12%,2%,-4%
HepG2 tox,3%,-18%,-25%,-95%,.,0%,-1%,-8%
TGFb SMAD3 inh,0%,0%,-10%,?,.,-14%,-6%,-1%
Nrf2 ARE act,-0.8%,8.2%,0.1%,-2.7%,-0.7%,0.6%,0.1%,0.1%
MCF10A rerep,.,-2%,-22%,2.9µM*,.,3%,-6%,-6%
ATXN2 expr inh,6%,2%,12%,?,14%,17%,-21%,-10%
A549 tox,-1%,2%,-2%,0%,.,-2%,0%,12%[1.84 µM]
S2 tox,i,i,i,.,?,i,i,i

Single records (already shown). Screens in order: EPAC2 antagonist | Nrf2 block | HepG2 tox | TGFb SMAD3 inh | Nrf2 ARE act | MCF10A rerep | ATXN2 expr inh | A549 tox | S2 tox
N#Cc1ccc(C(=O)Nc2nc3ccccc3[nH]2)cc1 in the list: ? | ? | -25% | -10% | 0.1% | -22% | 12% | -2% | i
Cc1ccc(NC(=O)Cn2c(=O)n(Cc3nc(-c4ccccc4)no3)c(=O)c3cc4c(cc32)OCO4)cc1F in the list: . | 11% | 3% | 0% | -0.8% | . | 6% | -1% | i
CCOc1ccc(S(=O)(=O)NCCC(=O)OCC(=O)Nc2cc(C)on2)cc1 in the list: -3% | 2% | -1% | -6% | 0.1% | -6% | -21% | 0% | i

New compounds follow:
33	CN(CC(=O)Nc1ccc(Cl)cc1)C(=O)c1cccc(S(=O)(=O)N2CCN(Cc3ccccc3)CC2)c1
34	Cc1ccc(C)c(NC(=O)CCn2cnnn2)c1
35	COc1ccc(C2CCCN2C(=S)Nc2ccc(C)cc2C)cc1OC (centres undefined)
36	C[C@@H]1CN([C@@H](C)CO)C(=O)c2cc(NS(C)(=O)=O)ccc2O[C@H]1CN(C)Cc1ccc(Oc2ccccc2)cc1
37	O=C(NNC(=O)c1cccs1)c1cccnc1
38	Cn1c2c(c(=O)n(C)c1=O)C(c1ccc(Br)cc1)Nc1ccccc1O2 (centres undefined)
39	CC(=O)Nc1ccc(SCc2c(C)noc2C)cc1
40	O=c1oc2ccccc2n1CCCOc1ccccc1Cl
screen / no.,33,34,35,36,37,38,39,40
EPAC2 antagonist,-1%,3%,1%,-8%,3%,-5%,1%,.
Nrf2 block,13µM*,?,?,13%,-9%,.,-16%,?
HepG2 tox,-29%,1%&-32%,0%,-12%,-32%,3%,-4%,0%
TGFb SMAD3 inh,0%,-12%&-2%,-12%,?,9%,-18%,3%,-6%
Nrf2 ARE act,0.7%,0.0%&-0.8%,4.8%,4.2%,-0.4%,0.0%,2.1%,5.3%
MCF10A rerep,?,-1%,4%,7%,2%,5%,-1%,.
ATXN2 expr inh,?,5%&-4%,-24%,-9%,3%,-8%,-3%,61%[activator]
A549 tox,?,3%&8%,11%,-4%,-6%,-21%,1%,0%
S2 tox,i,i,i,?,i,i,i,i

41	Cn1c(=O)n(C)c2cc(C(=O)O)ccc21
42	O=C(Nc1ccccc1N1CCCCC1)c1ccc(OC(F)F)cc1
43	CCC(Oc1ccccc1)C(=O)Nc1ccc(C)c(S(=O)(=O)N2CCOCC2)c1 (centres undefined)
44	COc1cccc(N2CC(=O)N(NC(=O)CSc3nc(C)cc(C)c3C#N)CC2=O)c1
45	CCSc1ncc(Cl)c(C(=O)Nc2nc3ccc(Cl)cc3s2)n1
46	CCN(CC(=O)Nc1cccc(OC)c1)CC(=O)Nc1ccc(Br)c(C)c1
47	CS(=O)(=O)N(Cc1nc(-c2ccc(F)cc2)no1)c1ccccc1Cl
48	CCOC(=O)C1CCN(C(=O)Cn2ncc3c4ccccc4n(C)c3c2=O)CC1
screen / no.,41,42,43,44,45,46,47,48
EPAC2 antagonist,-5%,-25%,-1%,29%,.,-19%,-16%,.
Nrf2 block,2%,10%,-5%,9%,7%,?,-23%,4%
HepG2 tox,2%,-12%,6%,-24%,-11%,-89%,-17%,2%
TGFb SMAD3 inh,-8%,-4%,0%,-3%,.,?,?,5%
Nrf2 ARE act,-0.4%,-0.2%,-0.7%,2.3%,7.2%,-0.8%,3.6%,-0.5%
MCF10A rerep,1%,13µM*,8%,5%,.,?,16%,.
ATXN2 expr inh,-1%,4%,1%,-2%,.,?,-23%,2%
A549 tox,-6%,18%,-1%,6%,-1%,-9%,0%,-2%
S2 tox,i,i,i,i,.,i,i,i

Screens from PubChem BioAssay.
